BLM inh: Bloom syndrome helicase (human) inhibition; P54132; recombinant BLM DNA unwinding, fluorescence dequenching; Potency, µM (doses to about 56.1 µM), without a hit: at the highest dose activity change, negative = inhibition, hits mostly inhibitors; 0.2% of 350,000 active;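 also: plate controls were vehicle for no effect and no enzyme for full effect; nearly all actives have a fitted effect of over 35% in size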
JMJD2A Tudor inh: inhibitors of human JMJD2A Tudor domain; AID 504339; Potency, µM (highest dose often 114 µM), inactives show top-dose activity change, negative = inhibition, actives largely listed as inhibitors; O75164; 4.4% of 390,000 active; AlphaScreen JMJD2A-Tudor / H3K4me3 peptide binding; also: % is scaled to controls: 0 for no effect and ±100 for the full control effect; nearly all actives have a fitted effect of over 50% in size
GLS inhibitor: inhibitors of human glutaminase (GLS); Potency, µM (highest dose often 45.5 µM), without a hit: at the highest dose activity change, negative = inhibition, actives largely listed as inhibitors; GLS enzymatic activity, qHTS titration; 0.21% of 410,000 active; also: % is scaled to controls: 0 for no effect and ±100 for the full control effect
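Enzyme dispensed in phosphate buffer (45 mM, pH 8.2, 0.02% Tween-20), compounds pinned in, then 1 mM L-glutamine solution and the glutamate oxidase–HRP–Amplex Red mix added; fluorescence read immediately and again after 30 min at room temperature.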
Pol iota inh: inhibitors of human DNA polymerase iota. Pol iota fluorescent replication assay, 10 min. Potency, µM (titrated, usually from 115 µM), for inactives: at the highest dose activity, negative = inhibition, most hits filed as inhibitors. 1% of 390,000 active
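Pol iota at 10 nM preincubated 15 min with compounds at room temperature; reaction started with fluorescent substrate, 50 nM final. Fluorescence read kinetically at 0 and 10 min; buffer-only wells as negative control.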
HP1b chromo inh: HP1-beta chromodomain-methylated histone interaction inhibition; AlphaScreen HP1-beta / biotin-H3K9me3 peptide binding; Potency, µM (highest dose often 114 µM), for the others: at the top dose activity change, negative = inhibition, most hits filed as inhibitors; 0.56% of 390,000 active; also: nearly all actives have a fitted effect of over 70% in size; inactives centre near 23
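AlphaScreen: HP1-beta (50 nM) preformed 30 min with biotin-H3(1-18)K9me3 peptide (50 nM) in PBS pH 7.4, 0.01% Tween-20. Compound added for 30 min at RT, then streptavidin donor/nickel chelate acceptor beads (10 ug/mL) for 30 min.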
Pin1 inh: inhibitors of human Pin1; Pin1 FP peptide displacement, HiFluor488, 10 min; Q13526; 0.009% of 390,000 active; Potency, µM (top dose mostly 115 µM), inactives show at the highest dose activity, negative = inhibition, actives largely listed as inhibitors; AID 504891; active = well fitted inhibition curve with a large enough effect in the polarisation, with a control signal flat, not every such curve was filed as active; inconclusive = small, poorly fitted or top-dose-only effect, or effect the other way, or a change in a side signal; inactive = no such curve, though single readings can be large or run the other way; the % refers to the polarisation; also: % is scaled to controls: 0 for no effect and ±100 for the full control effect
Target sequence (Q13526 whole entry, looked up): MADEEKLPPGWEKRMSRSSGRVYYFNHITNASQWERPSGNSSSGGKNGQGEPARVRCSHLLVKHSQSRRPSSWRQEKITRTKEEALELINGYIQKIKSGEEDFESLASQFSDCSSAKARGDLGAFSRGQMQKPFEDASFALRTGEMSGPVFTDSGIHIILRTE
BAZ2B inh: BAZ2B (human) inhibition; 4.4% of 360,000 active; AID 504333; Q9UIF8; AlphaScreen BAZ2B-H3K14Ac peptide displacement; Potency, µM (doses to about 114 µM), inactives show at the top dose activity change, negative = inhibition, usual class: inhibitors; also: % is scaled to controls: 0 for no effect and ±100 for the full control effect; nearly all actives have a fitted effect of over 60% in size
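In this displacement format the biotinylated H3(5-23) peptide acetylated at Lys14 serves as ligand at 50 nM, with BAZ2B at 50 nM in PBS pH 7.4 containing 0.01% Tween-20. Donor and acceptor beads are 10 ug/mL final.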
G9a inh: G9a (human) methyltransferase inhibition | AID 504332 | 8.8% of 350,000 active | G9a H3K9 monomethylation, AlphaScreen, 2 h | Potency, µM (series often up to 102 µM), for inactives: top-dose activity, negative = inhibition, actives largely listed as inhibitors; also: % is scaled to controls: 0 for no effect and ±100 for the full control effect; nearly all actives have a fitted effect of over 75% in size
Target sequence (Q96KQ7 913-1193 limits assumed): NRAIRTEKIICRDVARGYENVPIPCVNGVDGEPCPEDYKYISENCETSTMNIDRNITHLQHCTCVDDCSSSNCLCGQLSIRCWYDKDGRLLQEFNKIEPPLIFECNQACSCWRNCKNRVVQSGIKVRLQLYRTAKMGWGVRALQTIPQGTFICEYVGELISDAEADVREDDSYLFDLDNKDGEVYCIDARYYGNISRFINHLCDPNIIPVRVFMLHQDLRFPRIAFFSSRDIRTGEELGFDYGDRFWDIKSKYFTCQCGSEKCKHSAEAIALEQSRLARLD
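Readings reflect AlphaScreen signal from monomethyl-H3K9 antibody detection. HMT at 20 nM; substrate b-H3K9 500 nM; cofactor SAM 20 uM; 2 h RT reaction; compounds tested as titrations in qHTS with 15 min preincubation.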
Tb PGK inh: T. brucei PGK inhibition. P07378. PGK/GAPDH coupled, Kinase-Glo luminescence, 60 min. Potency, µM (series often up to 57.5 µM), without a hit: top-dose activity change, negative = inhibition, hits mostly inhibitors. 0.043% of 380,000 active. AID 602233; also: % is scaled to controls: 0 for no effect and ±100 for the full control effect; nearly all actives have a fitted effect of over 60% in size
Target sequence (P07378 whole entry, looked up): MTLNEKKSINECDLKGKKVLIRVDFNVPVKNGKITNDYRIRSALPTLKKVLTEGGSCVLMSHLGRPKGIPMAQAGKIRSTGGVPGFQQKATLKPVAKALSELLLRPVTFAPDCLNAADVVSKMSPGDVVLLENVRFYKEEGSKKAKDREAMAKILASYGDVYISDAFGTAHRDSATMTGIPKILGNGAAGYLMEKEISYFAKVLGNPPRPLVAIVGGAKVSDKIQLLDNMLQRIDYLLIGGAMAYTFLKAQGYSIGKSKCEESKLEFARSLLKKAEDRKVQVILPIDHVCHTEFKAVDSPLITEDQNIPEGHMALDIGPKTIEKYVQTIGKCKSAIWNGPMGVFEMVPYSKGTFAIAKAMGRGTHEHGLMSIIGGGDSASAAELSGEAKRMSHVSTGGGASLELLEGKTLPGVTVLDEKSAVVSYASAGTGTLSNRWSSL
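Recombinant glycosomal PGK reaction used 1,3-bisphosphoglycerate generated in-well by GAPDH (100nM final) in 100mM TEA pH 7.6, 5mM MgCl2, 0.01% Tween-20. After 60 minutes at room temperature, ATP was read by Kinase-Glo Plus luminescence end-point.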
Active calls of the source: *; i = inactive; ? = inconclusive; . = not tested or not shown; & = joins results of further samples; [ ] = another dose, or the depositor's remark. Unless noted, calls follow the shape of the dose curve; as a rule, active = well fitted curve in the direction sought with a large enough effect; inconclusive = small, poorly fitted or top-dose-only effect, or another doubt; inactive = no such curve, though single readings can be large; an effect the other way counts as inactive or inconclusive. Potency is read from the fitted curve at half-maximal effect. This is a subset, so the mix of outcomes need not match the whole.

G9a inh | Pol iota inh | Tb PGK inh | GLS inhibitor | JMJD2A Tudor inh | HP1b chromo inh | BAZ2B inh | BLM inh | Pin1 inh | canonical_smiles
38%[0.0925 µM] | -12% | 7% | -6% | -18% | 45%[activator] | -13% | 4% | 2% | Cc1ccc(Cl)cc1NS(=O)(=O)c1cc2[nH]c(=O)c(=O)[nH]c2cc1C
. | 12% | -9% | -1% | -10% | 31% | -28% | -6% | -1% | COCCNC(=O)/C(C#N)=C\c1ccc(CNS(=O)(=O)c2ccc(C)cc2)o1
-2%[59 µM] | -9% | . | 9% | -9% | 31% | 1% | -1% | -6% | Cc1ccc(NC2OC(CO)C(O)C(O)C2O)cc1 (centres undefined)
5%[59 µM] | 4% | 0% | 7% | -5% | 56%[activator] | 15% | -10% | 7% | COc1ccc(S(=O)(=O)N(CC(=O)Nc2ccccc2Cl)Cc2ccccc2)cc1
9% | -23% | -4% | 6% | -9% | 26% | 3% | 0% | 1% | CCOC(=O)COn1c(=O)c(-c2ccc(Cl)cc2)[n+]([O-])c2ccccc21
-31%[12.7 µM] | 117%[activator] | 7% | -2% | 14µM* | ? | 8.9µM* | -3% | -6% | Cc1ccc(O)c(N=Nc2ccc(S(=O)(=O)N3CCOCC3)cc2)c1
8%[59 µM] | -7% | 1% | 3% | -16% | 20%[57 µM] | -12% | -5% | -3% | COc1ccc(CNC(=O)CCCN2C(=O)CCn3nc(-c4cn(C)c5ccccc45)cc32)cc1
-13% | -1% | -6% | 8% | -6% | 42%[activator] | -5% | -13% | 15% | CCOc1ccccc1C(=O)N1c2ccccc2Sc2ccccc21
-16% | 156%[activator] | -9% | -1% | ? | -11% | -17% | -5% | -3% | CC(=O)c1cccc(N(C(=O)c2ccco2)C(C(=O)NC2CCCCC2)c2ccc(C)o2)c1 (centres undefined)
4%[59 µM] | 83%[activator] | i | 11% | -24% | 18% | -9% | -12% | -2% | Cc1cc(NC(=O)CSCc2ccc([N+](=O)[O-])cc2)no1
3%[59 µM] | -5% | -1% | -6% | -24% | 5% | 1% | 8% | 5% | c1ccc2c(c1)OC(CCCN1CCCCC1)c1ccccc1S2 (centres undefined)
7%[59 µM] | 0% | 7% | 1% | -10% | 24% | -1% | 3% | -4% | COc1ccccc1OCC(=O)NCc1nc(-c2ccc(Cl)cc2)no1
? | -25% | -8% | 4% | -11% | 31% | -27% | -1% | -2% | C=CCNC(=S)Nc1cccc([N+](=O)[O-])c1
-42%[59 µM] | -13% | -14% | 19% | -23% | 13% | -37% | -1% | 9% | Cc1ccc(C)c(NC(=O)c2ccc3c(O)c(S(=O)(=O)c4ccc(Cl)cc4)c(=O)[nH]c3c2)c1
4%[59 µM] | 24% | -3% | 21% | -17% | 19% | 19% | 1% | 2% | CC1(C)CC(=O)C=C(NC2CCCCCC2)C1
50µM* | 96%[activator] | i | -9% | -32% | 12% | -19% | 3% | 20% | O=C(NCCN1CCCC1)c1ccc(Cn2c(=S)[nH]c3ccc(Br)cc3c2=O)cc1
6% | 37% | -9% | -10% | -15% | 12% | -8% | -7% | ? | O=C(Nc1ccccc1C(=O)N1CCCC1)c1ccc(Cl)cc1Cl
79µM* | 2% | -4% | 5% | -21% | 18% | 10% | 2% | 3% | CC(C)CC(=O)NC(=S)Nc1cc(C(F)(F)F)ccc1N1CCOCC1
-25% | 29% | -3% | 3% | 5% | 50%[activator] | -16% | 0% | 2% | O=C(Nc1cccc([N+](=O)[O-])c1)C1C2/C=C\CCCCC21 (centres undefined)
-10%[2.33 µM] | 17% | 4% | 6% | 4% | 59%[activator] | -3% | 4% | -10% | COc1cccc(C(=O)Nc2c3c(nn2-c2cccc(C)c2C)CS(=O)C3)c1OC (centres undefined)
-3%[2.33 µM] | ? | -1% | ? | 56µM* | ? | ? | . | 20% | C#CCOCCOCCOCCNc1nc(N2CCN(C(=O)CCCCCCCCCCNC(=O)Cn3cc(C[C@@H](C)O)nn3)CC2)nc(N2CCN(C(=O)CCCCCCCCCCNC(=O)[C@@H]([C@H](C)CC)n3cc(CCCCCN)nn3)CC2)n1
-3% | -9%&-7% | -7%&0% | -1%&-7% | -34%&-18% | 10%&20% | -4%&1% | -3%&1% | 5%&3% | CCC(=O)Nc1cc2nn(-c3ccc(C)cc3)nc2cc1C
-37% | 22% | i | 1% | -20% | -8% | -8% | -5% | -23% | COc1ccc(NS(=O)(=O)c2c(C)cc(C)cc2C)cn1
-38% | 17% | 2% | -4% | ? | ? | 9% | -3% | 20% | CCC(=O)n1nc(-c2cccnc2)nc1NCc1ccccc1
. | 19% | 4% | 8% | -26% | 0% | . | . | 19% | CCOc1ccc(NC(=O)CN(C)C(=O)C(C)Oc2ccc(Cl)cc2)cc1OCC (centres undefined)
-1%[59 µM] | 50%[activator] | 1% | 3% | -11% | 24% | 2% | -4% | 0% | O=C(NCCO)C1CCN(S(=O)(=O)c2ccc(F)cc2)CC1
? | -21% | i | -3% | 9% | 38% | 6% | -2% | -7% | COC(=O)c1cc(C(=O)Nn2cnnc2)cc([N+](=O)[O-])c1
-4%[0.0925 µM] | 22% | -5% | 0% | -14% | 31% | 3% | -1% | 2% | COc1cccc(N(CC(=O)NC(C)c2ccccc2)S(C)(=O)=O)c1 (centres undefined)
19% | 45%[activator] | -4% | 8% | -21% | -15% | -15% | -1% | 1% | CC1CCCCN1C(=O)CSc1nc2c(c(=O)n(C)c(=O)n2C)n1C (centres undefined)
4% | -1% | -9% | 4% | -14% | 18% | -2% | 0% | -8% | CCOC(=O)c1ccc(NC(=O)NCc2ccc(OC)cc2)cc1
? | 7% | i | 4% | -26% | 10% | -26% | -2% | 39%[activator] | O=C(CSc1nnc(SCc2cccc3ccccc23)s1)c1ccc2c(c1)OCO2
34%[59 µM] | -3% | 0% | 8% | -14% | 19% | -12% | -4% | 2% | Cc1nn2c(=O)cc(COC(=O)c3ccccc3NC(=O)COc3ccccc3C)nc2s1
-38%[59 µM] | 17% | -8% | ? | 18% | 25% | -30% | -1% | -4% | O=C(CSc1ccccn1)N/N=C/c1ccccc1[N+](=O)[O-]
6%[59 µM] | 10% | -1% | 5% | -14% | -8% | 6% | -2% | 11% | O=C(Cn1c(=O)oc2cc(S(=O)(=O)NCc3ccccc3)ccc21)Nc1ccc(F)c(Cl)c1
-1% | 5% | 6% | 3% | -4% | 3% | 2% | 2% | 6% | COc1cc(C(=O)OC2CCOC2=O)cc(Cl)c1OC (centres undefined)
-4%[59 µM] | 17% | -4% | -12% | 1% | 30% | 1% | -6% | 62%[activator] | CC(=O)c1ccc(NC(=O)c2cn3c4c(ccc(Cl)c4c2=O)OC(C)C3)cc1 (centres undefined)
25µM* | ? | -4% | 0% | ? | -19% | 40µM* | -24% | 11% | CCN(CC)C(=O)Oc1ccc2c(c1)O/C(=C\c1ccco1)C2=O
-25%[12.7 µM] | 29% | -8% | -1% | -5% | 29% | -4% | -4% | 3% | COc1ccccc1/C=C/C1(C(=O)NC2CCCC2)CC(=O)N1c1ccccc1 (centres undefined)
8% | 25% | -2% | -1% | -19% | 24% | 4% | 1% | -2% | O=C(Nc1c(C(=O)N2CCCCC2)cnn1-c1ccccc1)c1ccccc1F
6%[12.7 µM] | 5% | . | 3% | -6% | 21% | 9% | -3% | -2% | CC1CCCC(C)N1C(=O)Cc1ccccc1 (centres undefined)

Screening results deposited in PubChem BioAssay by National Center for Advancing Translational Sciences (NCATS).
